SUMO1 PPI mod: modulators of human SUMO1-mediated protein-protein interactions; inhibition, % at 20 µM; AID 602429; P63165; SUMO1 binding to a labelled peptide, TR-FRET, 1 h; 360,000 tested, 0.33% active; in the data active means inhibition above about 37%
Target sequence (P63165 whole entry, looked up): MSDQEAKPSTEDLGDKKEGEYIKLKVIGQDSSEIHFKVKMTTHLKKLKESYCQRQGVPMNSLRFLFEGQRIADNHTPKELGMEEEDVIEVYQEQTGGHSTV
TbMetRS inhib: Trypanosoma brucei MetRS inhibition. purified T. brucei MetRS, ATP depletion, Kinase-Glo luminescence. 360,000 tested, 0.4% active. inhibition, % at 11.9 µM;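 active means inhibition above a per-plate cutoff of the control wells' mean inhibition plus 3 SD, cut at about 5.5% in these data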;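 further: 0% = DMSO wells median and 100% = median of wells with control inhibitor compound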
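Material: T. brucei methionyl-tRNA synthetase, purified; reagent: substrates ATP, L-methionine and bulk Escherichia coli tRNA; dosing: 11.9 µM single point; timing: 15 min plus 2 h at 25 °C; detection: luminescence of leftover ATP; evaluation: % inhibition; control set: DMSO-only wells as low control; replicates: singlicate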
Rpn11 block: Rpn11 (human) deubiquitinase inhibition | O00487 | human 26S proteasome, Ub4-pepOG fluorescence polarization; 20S core pre-blocked with epoxomicin | calls only at 20 µM | 360,000 tested, 0.59% active | AID 588493;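 active means inhibition at 20 µM, scaled to each plate's controls, above about 33%, limit read from the data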
Scp1 inh: blocks human Scp-1 phosphatase activity. Recombinant Scp1, phosphopeptide, malachite green phosphate absorbance. Q9GZU7. inhibition, % at 20 µM. 340,000 tested, 0.88% active;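 active means inhibition above about 50% at 20 µM, limit read from the data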;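 further: plate controls were DMSO wells with enzyme for no effect and wells lacking enzyme for full effect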
Target sequence (Q9GZU7 76-261 limits assumed): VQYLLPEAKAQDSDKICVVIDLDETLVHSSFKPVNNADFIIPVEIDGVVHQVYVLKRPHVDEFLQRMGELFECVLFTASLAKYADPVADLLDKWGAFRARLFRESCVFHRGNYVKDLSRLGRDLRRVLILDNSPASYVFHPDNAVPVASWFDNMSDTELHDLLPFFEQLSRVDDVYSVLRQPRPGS
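Material: truncated SCP-1 phosphatase (76-261aa) / Buffer or medium: 50 mM Tris acetate pH 5.5, 0.005% Tween-20, 10 mM MgCl2 / Compound dosing: one concentration, 20 µM, with 1.0% DMSO / Incubation: 45 min room-temperature reaction, 5 min colour, 30 min stabiliser / Detection: colorimetric free-phosphate detection, absorbance 630 nm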
NadD block: blocks S. aureus nicotinate mononucleotide adenylyltransferase; inhibition, % at 20 µM; purified NadD enzyme, colorimetric absorbance read-out; 360,000 tested, 0.78% active; in the data active means inhibition above about 26%; further: some compounds past the cut are filed as inactive
MLLE-PAM2 inh: inhibitors of microRNA-mediated deadenylation, human PABP1 MLLE binding | P11940 | GST-MLLE / FITC-PAM2 fluorescence polarization | inhibition, % at 20 µM | 360,000 tested, 0.36% active | AID 588489; in the data active means inhibition above about 35%, passing the limit was not always enough;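 further: plate controls were DMSO wells with GST-MLLE for no effect and wells lacking GST-MLLE protein for full effect; some results filed as inactive read as strong as hits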
CSN deneddyl inh: blocks human CSN-mediated cullin deneddylation. Q92905. Purified CSN, SCF-Nedd8-OG deneddylation, fluorescence polarization. inhibition, % at 12.5 µM. 360,000 tested, 0.38% active. AID 651999;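 active means pattern-corrected inhibition above about 35%, with an unprinted fluorescence ratio check between 0.5 and 1.5, limit read from the data, passing the limit was not always enough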;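 further: 0% = enzyme with substrate and 100% = substrate without enzyme; some results filed as inactive read as strong as hits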
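Material: human Csn5 produced in HEK293T cells; Input: enzyme 0.24 nM; Reagent: SCFSkp2-Nedd8OG substrate at 10 nM final; Dosing: 12.5 µM compound; Incubation: 90 min reaction at room temperature; Detection: fluorescence polarization of the substrate; Evaluation: % inhibition of substrate cleavage by Csn5; Control set: substrate-only high control, full reaction low control.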
STEP block: inhibitors of human striatal-enriched phosphatase STEP. P54829. 360,000 tested, 0.25% active. AID 588621. inhibition, % at 20 µM. recombinant STEP, OMFP fluorogenic substrate, fluorescence;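 active means inhibition at 20 µM, scaled per plate between control wells, above about 37%, limit read from the data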;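 further: 0% = DMSO with enzyme and substrate and 100% = substrate only without enzyme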
Target sequence (P54829 whole entry, looked up): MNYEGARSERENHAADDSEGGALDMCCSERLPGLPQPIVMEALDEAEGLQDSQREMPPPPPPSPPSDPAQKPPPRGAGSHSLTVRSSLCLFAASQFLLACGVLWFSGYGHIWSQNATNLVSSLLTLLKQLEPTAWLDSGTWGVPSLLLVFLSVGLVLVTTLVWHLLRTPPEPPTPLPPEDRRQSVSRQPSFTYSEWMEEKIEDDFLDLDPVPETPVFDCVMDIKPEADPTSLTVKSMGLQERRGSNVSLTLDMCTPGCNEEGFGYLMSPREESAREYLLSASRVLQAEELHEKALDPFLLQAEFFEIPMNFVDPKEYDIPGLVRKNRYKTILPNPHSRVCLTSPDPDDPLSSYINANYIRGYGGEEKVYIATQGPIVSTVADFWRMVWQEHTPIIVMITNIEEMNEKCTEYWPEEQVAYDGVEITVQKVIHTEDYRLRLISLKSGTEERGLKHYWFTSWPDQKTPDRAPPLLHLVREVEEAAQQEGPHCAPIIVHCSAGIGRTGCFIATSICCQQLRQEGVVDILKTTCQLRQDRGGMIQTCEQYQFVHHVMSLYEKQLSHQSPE
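material = STEP tyrosine phosphatase | reagent = fluorogenic phosphatase substrate OMFP at 25 µM final | doses = single compound dose of 20 µM, 1% DMSO final | schedule = 20 min reaction, room temperature, in the dark | measured by = fluorescence, 480/540 nm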
LMPTP inh: LMPTP (human) inhibition | 360,000 tested, 0.22% active | inhibition, % at 20 µM | recombinant LMPTP-A, OMFP fluorogenic substrate, fluorescence intensity;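 active means compounds that cut the enzyme signal by at least half of the control window in the single-dose screen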;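 further: plate controls were DMSO wells with enzyme plus substrate for no effect and substrate without enzyme for full effect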
Target sequence (P24666 whole entry, looked up): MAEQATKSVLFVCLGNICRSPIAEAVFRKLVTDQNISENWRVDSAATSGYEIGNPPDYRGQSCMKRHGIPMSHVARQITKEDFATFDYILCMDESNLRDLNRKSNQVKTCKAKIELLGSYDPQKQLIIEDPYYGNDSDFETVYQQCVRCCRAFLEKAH
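Test system: LMPTP-A phosphatase enzyme; input: 0.625 nM LMPTP-A final; reagent: OMFP substrate, 400 µM final; compound dosing: 20 µM single dose, 3% DMSO; incubation: 50 min dark incubation at room temperature; measured by: endpoint fluorescence intensity from OMFP dephosphorylation; measure: % inhibition relative to no-enzyme and uninhibited control wells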
DNMT1 block: inhibitors of human DNMT1. P26358. DNMT1 molecular beacon, Hinp1I cleavage, fluorescence. inhibition (reported as % activation of signal), % at 10 µM. 360,000 tested, 0.83% active; in the data active means inhibition above about 50%
Numbers without * were called inactive; i = inactive; . = not tested or not shown.

SMILES	SUMO1 PPI mod	TbMetRS inhib	Rpn11 block	Scp1 inh	NadD block	MLLE-PAM2 inh	CSN deneddyl inh	STEP block	LMPTP inh	DNMT1 block
CC(=NCCN1CCOCC1)C1=C(O)c2ccccc2C1=O	-13	0.7	i	-2	9	5	5	4	-6.9	-1
C#CCNC(=O)C[C@@H]1C[C@@]2(C(=O)OCC)CCCC=C2N(Cc2cccc3ccccc23)C1=O	3	0.1	.	.	7	.	0	.	1.2	.
CC1CCc2c(sc3ncnc(NCCCOC(C)C)c23)C1 (stereo not given)	0	-0.4	i	-2	9	4	2	-5	1.4	-2
CC(=O)Nc1ccc(S(=O)(=O)N2CCC(C(=O)NC3CC3)CC2)cc1	6	-0.1	i	-1	3	0	-4	0	-0.5	-2
CC(C)N(Cc1nccn1C)C(=O)CCc1nnc(CCCc2ccccc2)o1	2	-0.2	i	-10	-1	1	0	0	-1.7	0
O=S1(=O)CCN(c2ccccc2CC(c2c[nH]c3ccccc23)c2c[nH]c3ccccc23)CC1	2	-0.1	i	-13	17	-25	2	-4	4.8	-32
O=S(=O)(NC1CCN(S(=O)(=O)c2c(F)cccc2F)C1)c1ccc2c(c1)OCCO2 (stereo not given)	9	-0.1	i	-6	-6	7	2	-3	-0.5	3
Cc1cccc(N2CCN(C(=O)C3CCN(S(=O)(=O)c4c(C)noc4C)CC3)CC2C)c1 (stereo not given)	2	-0.1	i	1	8	-4	-5	0	0.5	2
CC(=NNC(=O)c1ccc(NS(=O)(=O)c2ccc(Br)cc2)cc1)c1cccnc1	6	-0.2	i	-15	0	-19	1	-2	-1.4	0
Cc1nn(C)c(Sc2ccccc2N)c1[N+](=O)[O-]	-5	0.1	i	-5	1	18	-5	-1	-0.5	-3
CCN(CC)C(=O)Cn1ccc(NC(C)=O)nc1=O	0	-0.2	i	-11	-3	10	3	-2	-1.3	4
Cc1nnc(SCC(=O)Nc2cccc(Cl)c2)n1CC1CCCO1 (stereo not given)	-2	0.1	i	-4	-9	-11	1	-2	-0.7	-2
Nc1c(N=Nc2ccccc2F)c(=O)[nH]n1-c1ccccc1	-19	0.0	i	-13	-3	3	-2	1	2.0	-11
COc1ccccc1N1CCN(C(=O)c2cc3cc(C)ccc3[nH]2)CC1	-4	0.8	i	-4	-2	-3	1	1	0.8	1
CCOC(=O)C1CCN(S(=O)(=O)Cc2ccc(Cl)cc2)CC1	2	-0.6	i	-5	-6	6	4	3	-0.6	1
CCCc1cc(C(=O)Nc2nnc(C)s2)cs1	-1	-0.6	i	-6	0	2	5	2	1.3	3
CCC1C(=O)N=C(SCC(=O)Nc2nc3ccccc3s2)NC1=O (stereo not given)	6	-0.8	i	-4	-9	5	5	1	-0.5	-1
Cc1ccc(NC(=O)Cn2c(O)c(N=NS(=O)(=O)c3ccc(C)cc3)c3ccccc32)cc1	-4	0.1	i	4	4	34	-4	1	-0.3	-2
Cc1ccc(S(=O)(=O)N2CCN(c3ncnc4ccccc34)CC2)cc1	-3	-0.2	i	0	-3	9	7	3	2.4	-2
C=C1CCN([C@H](C(=O)O)C(C)C)S(=O)(=O)c2ccccc21	4	-0.4	i	0	0	-5	3	-2	-1.5	7
Cc1ccc(CN2CCN(Cc3c[nH]c4ccccc34)CC2CCO)o1 (stereo not given)	2	0.3	i	-5	12	-5	-14	-4	0.2	1
N#CCCCSc1nnnn1-c1cccc(Cl)c1	1	0.7	i	-7	8	-1	-3	1	0.7	-1
CCC(CO)Oc1cc(NC(=O)c2cccc(C)c2)c2ncn(C(C)C)c2c1 (stereo not given)	38	-0.3	i	3	5	8	1	0	-1.0	-5
CCNC(=O)c1sc(=S)n(CC)c1N	-6	-0.8	i	0	-1	23	-4	-1	-0.4	-1
CC(NC(=O)c1ccccc1OC(F)F)c1ccc(-n2ccnc2)cc1 (stereo not given)	6	-0.1	i	5	4	-8	-5	-2	-0.1	1
COCCNC(=O)c1cccc(OC2CCN(Cc3cccc(C(C)=O)c3)CC2)c1	2	-0.7	i	-9	-7	-9	5	-2	-0.8	0
O=C(O)Cc1csc(Nc2cccc(Cl)c2)n1	0	0.6	i	-5	-6	11	-9	2	1.6	0
O=C(CN1CCCc2ccccc21)N/N=C/c1ccc(F)cc1F	5	-0.4	i	-1	1	-33	-6	-1	1.0	-4
COc1cccc(OCc2nnc(SC)n2C)c1	0	-0.5	i	-13	-5	-6	-1	-1	-1.6	0
CC1CN(C(=O)c2cccc(S(=O)(=O)N3CCOCC3)c2)CC(C)O1 (stereo not given)	1	-1.4	i	-1	-1	-8	2	-3	-1.1	4
CCOC(=O)N1CCC(=NNC(N)=O)C1	-2	-0.1	i	.	-5	-5	-5	-2	-1.5	1
O=C(C1CC1)N1CCc2sccc2C1c1ccc(Cl)cc1 (stereo not given)	4	-0.4	i	-6	-6	11	5	-1	1.7	-3
Cc1cc(Cl)c2oc(C(=O)N3CCCCC3CCN3CCCC3=O)c(C)c2c1 (stereo not given)	3	-0.7	i	10	-3	-3	4	0	-0.4	1
O=C(c1ccc(Br)o1)N1CCC(Cc2ccccc2)CC1	1	-0.1	i	-8	-1	4	93*	-4	1.6	1
CC(c1ccccn1)N(CCN(C)C)C(=S)Nc1cccc(F)c1 (stereo not given)	1	-1.2	i	-6	0	27	1	-2	-6.8	1
COc1cc2c(cc1OC)CC1(CCCCC1)N=C2	0	-0.1	i	-8	-1	13	-2	6	0.4	0
CCOC(=O)C1=C(C)NC(=O)C1CC(=O)O (stereo not given)	14	-0.5	i	0	-5	27	-15	-3	-5.0	0
CN(CC(O)COCc1ccc2c(c1)OCO2)C1CCCCC1 (stereo not given)	5	-0.5	i	-3	1	-5	4	3	0.4	1
COc1ccc(NC(=O)CCCn2cc([N+](=O)[O-])cn2)cc1	-5	-0.2	i	-6	-5	2	-7	0	-0.4	1
CC(C#N)(NC(=O)CN1CCN(S(=O)(=O)c2cccc(F)c2)CC1)C1CC1 (stereo not given)	2	-0.2	i	.	-4	-3	-1	-4	-0.5	3

6 entries already listed, sorted by the number in SUMO1 PPI mod, lowest first.
SMILES	SUMO1 PPI mod	TbMetRS inhib	Rpn11 block	Scp1 inh	NadD block	MLLE-PAM2 inh	CSN deneddyl inh	STEP block	LMPTP inh	DNMT1 block
CCNC(=O)c1sc(=S)n(CC)c1N	-6	-0.8	i	0	-1	23	-4	-1	-0.4	-1
Cc1ccc(NC(=O)Cn2c(O)c(N=NS(=O)(=O)c3ccc(C)cc3)c3ccccc32)cc1	-4	0.1	i	4	4	34	-4	1	-0.3	-2
COCCNC(=O)c1cccc(OC2CCN(Cc3cccc(C(C)=O)c3)CC2)c1	2	-0.7	i	-9	-7	-9	5	-2	-0.8	0
O=C(C1CC1)N1CCc2sccc2C1c1ccc(Cl)cc1 (stereo not given)	4	-0.4	i	-6	-6	11	5	-1	1.7	-3
O=C(CN1CCCc2ccccc21)N/N=C/c1ccc(F)cc1F	5	-0.4	i	-1	1	-33	-6	-1	1.0	-4
CC(NC(=O)c1ccccc1OC(F)F)c1ccc(-n2ccnc2)cc1 (stereo not given)	6	-0.1	i	5	4	-8	-5	-2	-0.1	1

(listing goes on)
SMILES	SUMO1 PPI mod	TbMetRS inhib	Rpn11 block	Scp1 inh	NadD block	MLLE-PAM2 inh	CSN deneddyl inh	STEP block	LMPTP inh	DNMT1 block
CC(C)c1cc(C(=O)N2CCCC(N3CCN(c4ccc(F)cc4)CC3)C2)n(C)n1 (stereo not given)	-1	-0.2	i	-7	-6	0	-4	-2	-0.3	0
O=c1[nH]ncc(N2CCCC2)c1Cl	-1	-0.3	i	-6	0	15	-1	-3	-0.6	-10
COCCCN1C(=O)C(CC(=O)NCCCN(C)C)CC(C(=O)N2CCCCCC2)=C1C (stereo not given)	-4	-1.3	.	.	8	.	-5	.	-4.0	.
CSCc1c(C(=O)OCC(=O)NC2CCCCC2)oc2ccccc12	-2	-0.2	i	-1	-6	-14	-3	0	0.1	4
Nc1c(N(Cc2ccco2)C(=O)c2cccc(Cl)c2)c(=O)[nH]c(=O)n1Cc1ccccc1	2	-0.4	i	-8	3	-7	0	-2	-0.2	-6
Cc1noc(C)c1S(=O)(=O)N1CCC(C(=O)NC2CCN(Cc3ccccc3)CC2)CC1	0	-0.2	i	0	0	1	0	0	-1.7	2
COc1ccc(CN(C)C(=O)c2ccc3c(=O)n4c(nc3c2)CCC4)cc1	1	-0.5	i	4	-3	6	0	-2	0.6	0
O=C(NCCCN1CCN(c2ccccc2F)CC1)C1CCC(=O)N1C1CCCC1 (stereo not given)	0	-0.4	i	-12	1	-4	4	-3	-0.6	9
CCOC(=O)N(NC(=O)C(O)(CC(C)C)CC(C)C)c1ccccc1	2	-1.4	i	3	-2	0	7	1	-0.1	2
O=C(Nc1cccc(O)c1)c1cc(-c2ccccc2Cl)on1	2	-0.5	i	0	-6	-7	-1	-3	0.9	-7
CCOC(=O)N1CCC(NC(=O)CCC(=O)N2CCOc3ccc(Cl)cc32)CC1	0	1.5	i	-3	-5	1	-3	9	-2.3	-1
CC(C)N(CCCNC(=O)Cn1c(=O)c2cccn2c2ccc(F)cc21)Cc1ccccc1	-3	0.4	i	-4	-3	-4	-6	-3	-0.6	0
O=C(CCNS(=O)(=O)c1ccc2[nH]c(=O)oc2c1)Nc1ccccc1	-1	0.0	i	7	1	-18	-1	0	0.4	5
Cc1ccc(NC2CCCN(C(=O)c3cc(C(C)C)nn3C)C2)cc1C (stereo not given)	-1	-0.3	i	.	4	4	-3	-1	0.3	1
COC(=O)c1ccc(OS(=O)(=O)c2ccc(NC(C)=O)cc2)cc1	3	-0.3	i	-3	1	4	-18	0	-0.3	-2
CN(C)S(=O)(=O)c1ccc2c(c1)nc(CCC(=O)NCC(=O)Nc1ccc(F)c(F)c1F)n2C	-1	-0.2	i	.	-2	7	-2	0	-1.5	5
Cc1cc(Cl)c(S(=O)(=O)Nc2ccccn2)cc1OCC(N)=O	2	-0.3	i	-2	-4	-7	-4	-2	-1.9	5
Oc1ccc(N2CCN(c3nc(-c4cccs4)nc4ccccc34)CC2)cc1	-4	-0.2	i	-9	20	-9	2	9	8.6	-10
Cc1ccccc1NC(=O)NNC(=O)OC(C)(C)C	3	0.0	i	-4	0	0	0	-2	-1.5	2
CCCCN1C(=O)Nc2ccccc2S1=O (stereo not given)	1	-0.6	i	-6	-8	17	1	1	-1.0	7
